# ALOX12 inh = inhibitors of human 12S-lipoxygenase ALOX12. P18054. purified 12hLO, xylenol orange hydroperoxide absorbance. Potency, µM (highest dose often 108 µM), for inactives: top-dose activity change, negative = inhibition, usual class: inhibitors. 580,000 compounds, 1.1% hits; also: % is scaled to controls: 0 for no effect and ±100 for the full control effect
#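 Purified human 12hLO at 150 nM in 25 mM Hepes, 0.01% Triton X-100, pH 7.0, preincubated 15 min at room temperature with compound. Reaction started with 40 uM arachidonic acid, 30 min at room temperature. Hydroperoxide measured by Fe-xylenol orange, 573/405 nm absorbance ratio.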
# TrxR1 inh = rat TrxR1 inhibition; recombinant rTrxR1, NADPH fluorescence consumption, selenite substrate; Potency, µM (doses to about 114 µM), for inactives: at the top dose activity change, negative = inhibition, most hits filed as inhibitors; O89049; 390,000 compounds, 1% hits; also: % is scaled to controls: 0 for no effect and ±100 for the full control effect; nearly all actives have a fitted effect of over 65% in size
#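 Rat TrxR1 (90 nM in the dispensed reagent) was pre-reduced with 400 uM NADPH for 5 min at room temperature, then incubated with compound for 15 min. After 400 uM selenite was added, NADPH fluorescence (Ex 340/Em 450 nm) was followed for 8 min.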
# Vif-A3F inh = Vif-A3F binding inhibition. HeLa A3F-eYFP + Vif (tagged APOBEC3F with the HIV-1 protein that degrades it), YFP fluorescence increase. Potency, µM (top dose mostly 46.1 µM), for inactives: at the top dose activity, negative = active. 390,000 compounds, 0.2% hits; also: % of control where 0% means no effect; nearly all actives have a fitted effect of over 65% in size
#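 HeLa cells stably expressing A3F-eYFP plus Vif, plated and incubated overnight at 37 deg C, then exposed to compounds overnight at 37 deg C. Blocked degradation read as raised yellow fluorescence (Ex 488/Em 500-530).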
# RGS4 inh = human RGS4 inhibition. Transcreener GDP fluorescence polarization, RGS4-accelerated GTP hydrolysis. P49798. AID 504845. 390,000 compounds, 0.039% hits. Potency, µM (series often up to 114 µM), for inactives: at the highest dose activity change, negative = inhibition, most hits filed as inhibitors; also: % is scaled to controls: 0 for no effect and ±100 for the full control effect; nearly all actives have a fitted effect of over 75% in size; some results filed as inactive show a strong effect at the top dose
# Target sequence (P49798 whole entry, looked up): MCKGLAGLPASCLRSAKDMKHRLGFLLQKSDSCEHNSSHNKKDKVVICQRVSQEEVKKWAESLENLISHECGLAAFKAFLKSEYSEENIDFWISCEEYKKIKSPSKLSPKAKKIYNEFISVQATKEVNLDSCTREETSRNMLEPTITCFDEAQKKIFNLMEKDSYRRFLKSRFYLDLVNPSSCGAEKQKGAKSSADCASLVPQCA
#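 MLSMR compounds (23 nl, pin-transferred) preincubated 10 min at room temperature with a 500nM (2x) first reagent, then RGS4 at 900nM (2x) plus Transcreener GDP mix added; fluorescence polarization (620/688 nm) read before and after 90 min at 30 °C.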
# RXFP1 ag = activates the human relaxin receptor RXFP1 | Q9HBX9 | HEK293T-RXFP1 cAMP TR-FRET, 30 min; response scale: percent of porcine relaxin response, buffer zero | Potency, µM (titrated, usually from 57.5 µM), for the others: at the highest dose activation, most hits filed as activators | 370,000 compounds, 0.3% hits; also: % is scaled to controls: 0 for no effect and ±100 for the full control effect; nearly all actives have a fitted effect of over 60% in size; many of its hits are not listed in these tables
#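 HEK293T cells stably expressing RXFP1 were pretreated with the PDE4 inhibitor Ro 20174, exposed to compounds for 30 min at 37C, lysed, and cAMP was read by TR-FRET. Data normalized to buffer (basal) and 29 nM porcine relaxin (100%).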
# Vif-A3G inh = Vif-A3G binding inhibition. Q9HC16. HeLa A3G-eYFP + Vif (tagged APOBEC3G with the HIV-1 protein that degrades it), YFP fluorescence, overnight. Potency, µM (titrated, usually from 46.1 µM), inactives show at the top dose activity, negative = active, hits mostly inhibitors. 410,000 compounds, 0.076% hits;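 also: % is scaled to controls: 0 for no effect and ±100 for the full control effect; nearly all actives have a fitted effect of over 60% in size; hits raise eYFP signal because A3G escapes Vif-driven loss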
# Target sequence (Q9HC16 whole entry, looked up): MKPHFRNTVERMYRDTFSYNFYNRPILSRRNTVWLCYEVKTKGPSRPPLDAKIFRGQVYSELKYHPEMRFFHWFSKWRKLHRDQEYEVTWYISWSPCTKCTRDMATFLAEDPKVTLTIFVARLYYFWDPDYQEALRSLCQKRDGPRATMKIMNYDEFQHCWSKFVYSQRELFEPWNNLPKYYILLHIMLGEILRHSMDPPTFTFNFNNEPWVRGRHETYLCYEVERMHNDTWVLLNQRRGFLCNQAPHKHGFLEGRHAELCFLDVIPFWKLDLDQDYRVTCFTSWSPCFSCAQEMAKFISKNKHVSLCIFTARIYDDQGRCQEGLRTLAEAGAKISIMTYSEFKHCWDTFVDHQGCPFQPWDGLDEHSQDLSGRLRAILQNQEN
#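 Read-out is eYFP fluorescence (Ex 488/Em 500-530) from Vif-expressing HeLa A3G-eYFP cells; more signal means A3G escaped Vif-mediated degradation. Cells plated overnight, compound pinned in, incubated overnight at 37 deg C.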
# IDH1 R132H inh = blocks human mutant IDH1 R132H enzyme | Potency, µM (highest dose often 76.6 µM), for the others: at the highest dose activity change, negative = inhibition, hits mostly inhibitors | IDH1-R132H enzyme, NADPH consumption, diaphorase/resazurin fluorescence | AID 602179 | 390,000 compounds, 0.093% hits; also: % is scaled to controls: 0 for no effect and ±100 for the full control effect; nearly all actives have a fitted effect of over 65% in size
# Target sequence (O75874 whole entry R132H, stated change not applied): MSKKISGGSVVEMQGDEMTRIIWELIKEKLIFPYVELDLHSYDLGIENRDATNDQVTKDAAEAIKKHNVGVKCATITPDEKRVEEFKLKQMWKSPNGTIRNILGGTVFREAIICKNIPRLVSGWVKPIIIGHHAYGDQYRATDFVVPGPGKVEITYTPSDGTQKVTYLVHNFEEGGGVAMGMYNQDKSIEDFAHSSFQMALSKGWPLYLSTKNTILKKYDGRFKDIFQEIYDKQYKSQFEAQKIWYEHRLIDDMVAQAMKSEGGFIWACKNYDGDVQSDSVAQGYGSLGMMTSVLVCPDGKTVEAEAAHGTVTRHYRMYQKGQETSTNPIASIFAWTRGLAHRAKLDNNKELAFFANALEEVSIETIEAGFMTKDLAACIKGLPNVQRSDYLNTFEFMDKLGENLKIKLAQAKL
#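 IDH1-R132H (0.5 ug/mL dispensed) in pH 7.5 Tris buffer was preincubated 30 min with compound, then given a substrate mix of 0.016 mM NADPH and 2 mM alpha-KG for 80 min at room temperature; remaining NADPH was read by diaphorase/resazurin fluorescence.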
# TrxR1 substrate = is turned over as a substrate by rat TrxR1; O89049; Potency, µM (series often up to 114 µM), without a hit: top-dose activity change, negative = substrate turnover; purified TrxR1 substrate turnover, NADPH consumption readout; AID 588456; 390,000 compounds, 0.01% hits; also: % is scaled to controls: 0 for no effect and ±100 for the full control effect; nearly all actives have a fitted effect of over 50% in size
#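 Rat TrxR1, dispensed at 90 nM, was prereduced with 400 uM NADPH (final) for 5 min at ~22 deg C, then incubated with compound 15 min before 400 uM selenite. A first-read NADPH fluorescence drop versus no-compound background flagged substrates.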
# USP1-UAF1 inh = inhibitors of human USP1/UAF1 deubiquitinase; Potency, µM (top dose mostly 57.1 µM), without a hit: top-dose activity change, negative = inhibition, usual class: inhibitors; AID 743255; recombinant USP1/UAF1, Ub-Rhodamine cleavage fluorescence; 390,000 compounds, 0.23% hits; also: % is scaled to controls: 0 for no effect and ±100 for the full control effect; nearly all actives have a fitted effect of over 60% in size; inactives centre near -12
#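 In this screen, compounds sit with the deubiquitinase complex (1nM) for 15 min at room temperature before Ub-Rho is added at 150nM final. Fluorescence rise is then followed for 6 reads every 60 seconds.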
# The depositor's hits bear a star; ? = inconclusive; · = no result given; & = joins results of further samples; [ ] = dose if it differs, or a comment. Calls follow the shape of the dose curve; as a rule, active = well fitted curve in the direction sought with a large enough effect; inconclusive = small, poorly fitted or top-dose-only effect, or another doubt; inactive = no such curve, though single readings can be large; an effect the other way counts as inactive or inconclusive. Potency is read from the fitted curve at half-maximal effect. A portion of the library (hit frequency here may not be typical).
no.	molecule	ALOX12 inh	TrxR1 inh	Vif-A3F inh	RGS4 inh	RXFP1 ag
1	CCc1ccc(CC2S/C(=C(\C#N)C(C)=O)NC2=O)cc1 (stereo not given)	?	-17.9%	-5.0%	-45.0%	-1.0%
2	CC(C)c1nc(SCC(=O)N2CC(=O)Nc3ccccc32)c2ccccc2n1	-13.8%	2.4%[57.1 µM]	-10.4%	-1.6%	10.0%
3	Cc1cc(C)c(S(=O)(=O)c2ccccc2C)c(N(C)C)n1	-7.5%	15.6%	0.0%	-1.8%	-0.5%
4	CCOC(=O)N1CCN(C(=O)COc2cc(=O)n(C)c3ccccc23)CC1	3.2%	-1.3%	-13.8%	-1.7%	0.2%
5	CCc1cc2c(=O)n(Cc3ccco3)c(SCC(=O)NC3CCS(=O)(=O)C3)nc2s1 (stereo not given)	?	?	?	-36.5%	0.8%
6	COc1ccc(N2CCN(C(=O)c3nc4nc(C)cc(C)n4n3)CC2)cc1	-0.5%	17.4%[57.1 µM]	13.0%	-26.4%	1.7%
7	O=C1c2ccccc2C(=O)N1Cc1nc(-c2ccncc2)no1	18.1%	6.2%	-5.8%	-15.6%	4.0%
8	CCC(=O)Nc1ccc(S(=O)(=O)NCC2CCCO2)cc1 (stereo not given)	-28.6%	20.4%	-14.7%	26.1%	0.2%
9	COCCNC(=O)C(c1ccc(F)cc1)N(C(=O)CCC(=O)Nc1ccccn1)C1CCCCC1 (stereo not given)	0.1%	21.3%	5.1%	-29.3%	2.0%
10	Cc1ccc(C(=O)N/N=C2\CC3CC=CC23)c(C)c1 (stereo not given)	4.1%	8.8%	1.7%	30.2%[56.9 µM]	2.9%
11	Oc1[nH]c(N=C2N=c3ccccc3=N2)c2ccccc12	30.5%	1.2%[57.1 µM]	9.9%	-13.0%	2.1%
12	CCOC(=O)C1=C(C(=O)OCC)c2ccc(OC)c(OC)c2C1	0.2%	-3.5%	4.5%	-4.3%	·
13	O=C1c2cnccc2CN1Cc1ccccc1	0.0%	-2.6%	-4.4%	17.4%	-1.2%
14	Cc1ccc(-c2csc(NC(=O)c3cccs3)n2)cc1	-6.2%	9.0%[57.1 µM]	2.6%	2.4%	0.3%
15	N#Cc1c(NC(=O)CSc2ncn[nH]2)sc2c1CCCC2	-0.5%	-3.7%[57.1 µM]	-2.0%	-1.4%	1.3%

no.	Vif-A3G inh	IDH1 R132H inh	TrxR1 substrate	USP1-UAF1 inh
1	-10.4%	-1.5%	-14.6%	-18.4%
2	-8.5%	10.8%	10.0%[57.1 µM]	-25.2%
3	-3.9%	13.2%	-7.6%[57.1 µM]	-22.1%
4	0.1%	6.4%	-9.8%	-12.8%
5	-3.2%	-5.9%	-5.7%	-15.1%
6	1.2%	0.7%	-7.0%[57.1 µM]	-9.4%
7	1.7%	4.4%	-6.7%	-12.5%
8	-0.5%	5.5%	10.7%	-18.9%
9	-0.2%	7.0%	3.1%	-12.1%
10	2.1%	3.0%	-2.3%	-3.0%
11	-4.2%	-2.7%	6.2%[57.1 µM]	-12.5%
12	-7.1%	9.4%	4.3%	-27.1%
13	-4.0%	-1.3%	2.5%	-14.0%
14	1.7%	-7.2%	3.3%[57.1 µM]	-21.6%
15	-12.4%	6.8%	6.5%[57.1 µM]	-16.8%

# Continuation:
no.	molecule	ALOX12 inh	TrxR1 inh	Vif-A3F inh	RGS4 inh	RXFP1 ag
16	CCOC(=O)c1sc(=S)n(Cc2ccccc2)c1C	2.8%	12.1%	-12.9%	1.9%	1.8%
17	Cc1ccc(NC(=O)c2cc(=O)[nH]c3ccccc23)cc1C	2.7%	13.8%[57.1 µM]	8.1%	-2.8%	2.5%
18	O=C(Cn1cnc2c(nnn2-c2ccccc2)c1=O)N1CCCc2ccccc21	2.9%	-2.5%[57.1 µM]	10.0%	15.8%	3.1%
19	CCOC(=O)CC1C(=O)NCCN1S(=O)(=O)c1ccc(Cl)cc1 (stereo not given)	0.0%	-8.0%	10.6%	1.5%[11.4 µM]	-0.1%
20	COc1ccc(OC)c(C(=O)NC(CC(N)=O)c2ccc(NCc3ccccn3)c([N+](=O)[O-])c2)c1 (stereo not given)	7.3%	-5.2%	-6.8%	-18.2%	-0.8%
21	COc1ccc(NC(=O)CCCc2nnc3n(C)c(=O)c4sccc4n23)cc1	-1.0%	25.7%	-3.3%	9.2%	15.8µM*
22	Cc1csc(=O)n1CC(=O)OCC(=O)NC(C)c1ccc(F)cc1 (stereo not given)	-20.1%	12.5%	1.9%	-43.8%	-2.3%
23	CNS(=O)(=O)c1cccc(C(=O)NCC2(N3CCOCC3)CCCCC2)c1	1.0%	-8.8%[57.1 µM]	-7.4%	-52.9%	1.5%
24	C=C[C@@H]1[C@@H](C)[C@H](C)C(=O)C([C@H](O)C(C)C)[C@@H]1C (stereo not given in full)	·	6.5%	·	-8.3%	·
25	CCOc1ccc(/C=C/C(=O)Nc2ccc(OC)cc2[N+](=O)[O-])cc1	17.8%	13.8%[57.1 µM]	-8.0%	-43.2%	0.2%
26	O=C(O)CCCCCNC(=O)OCC1c2ccccc2-c2ccccc21	?	-19.9%[57.1 µM]	3.0%	26.2%	1.7%
27	CCCCCCCCN1[C@@H](CC(=O)O)c2ccc(C(F)(F)F)cc2S1(=O)=O	-24.0%	0.2%[57.1 µM]	-26.2%	18.8%	·
28	Nc1nc(NCc2ccco2)nc(Nc2ccccc2)c1[N+](=O)[O-]	7.5%	9.6%	15.1%	-2.7%	-0.8%
29	CCOc1ccccc1NC(=O)NC(=O)N(C)S(=O)(=O)c1ccc(C)cc1	-8.6%	0.5%	-14.4%	-5.7%	1.6%
30	CCc1ccccc1NC(=O)c1nnn(CC(=O)Nc2cccc(C)c2C)c1N	?	3.7%	-6.9%	9.2%	10.0%

no.	Vif-A3G inh	IDH1 R132H inh	TrxR1 substrate	USP1-UAF1 inh
16	-3.7%	-4.0%	2.5%	-17.8%
17	0.3%	3.3%	-9.4%	-6.3%
18	4.6%	2.0%	-3.2%[57.1 µM]	-3.1%
19	0.2%	5.9%	-7.1%	-0.2%
20	-0.4%	11.4%	-2.3%	?
21	1.2%	-2.8%	4.7%	-16.5%
22	-0.3%	0.1%	5.8%	-16.0%
23	-0.5%	7.0%	-0.2%[57.1 µM]	-3.5%
24	-3.5%	·	2.3%	·
25	-22.9%	2.7%	11.2%[57.1 µM]	-4.6%
26	1.3%	1.7%	-10.0%	0.8%
27	-11.6%&-26.4%	26.0%	-5.4%&-1.6%	-19.3%
28	-0.7%	-10.5%	-6.8%	-7.4%
29	1.5%	-7.1%	-3.9%	-17.5%
30	0.3%	2.7%	8.3%	-17.7%

# Compounds 27 to 30, reprinted for reference:
no.	molecule	ALOX12 inh	TrxR1 inh	Vif-A3F inh	RGS4 inh	RXFP1 ag
27	CCCCCCCCN1[C@@H](CC(=O)O)c2ccc(C(F)(F)F)cc2S1(=O)=O	-24.0%	0.2%[57.1 µM]	-26.2%	18.8%	·
28	Nc1nc(NCc2ccco2)nc(Nc2ccccc2)c1[N+](=O)[O-]	7.5%	9.6%	15.1%	-2.7%	-0.8%
29	CCOc1ccccc1NC(=O)NC(=O)N(C)S(=O)(=O)c1ccc(C)cc1	-8.6%	0.5%	-14.4%	-5.7%	1.6%
30	CCc1ccccc1NC(=O)c1nnn(CC(=O)Nc2cccc(C)c2C)c1N	?	3.7%	-6.9%	9.2%	10.0%

no.	Vif-A3G inh	IDH1 R132H inh	TrxR1 substrate	USP1-UAF1 inh
27	-11.6%&-26.4%	26.0%	-5.4%&-1.6%	-19.3%
28	-0.7%	-10.5%	-6.8%	-7.4%
29	1.5%	-7.1%	-3.9%	-17.5%
30	0.3%	2.7%	8.3%	-17.7%

# Further compounds:
no.	molecule	ALOX12 inh	TrxR1 inh	Vif-A3F inh	RGS4 inh	RXFP1 ag
31	O=C1CC(c2ccccc2)Cc2nc3ncnn3cc21 (stereo not given)	2.2%	21.0%	-4.2%	9.6%	1.7%
32	CC(C)c1c(C(=O)N/N=C/c2ccsc2)nnn1-c1nonc1N	0.4%	14.6%	9.9%	16.1%	-0.2%
33	C1=C(c2cc3ccccc3cn2)CCCC1	-26.5%	12.9%[57.1 µM]	5.3%	23.1%	·
34	CSc1ccccc1C(=O)NCc1ccc(C)cc1	1.4%	13.8%[57.1 µM]	1.7%	22.8%	3.8%
35	Cc1ccc(C(=O)NNC(=O)c2ccccc2-n2cccc2)cc1	19.9%	-10.8%	0.5%	3.1%	-0.2%
36	Cc1ccc(S(=O)(=O)/N=C2\C(=O)c3ccccc3C([O-])=C2n2cc[n+](CCC(C)C)c2)cc1	·	9.7%[57.1 µM]	-2.7%	-0.8%	4.4%
37	COc1ccc(S(=O)(=O)N2CCN(C(=O)C3CC3)CC2)cc1Br	?	-1.1%	0.3%	-12.2%	-3.0%

no.	Vif-A3G inh	IDH1 R132H inh	TrxR1 substrate	USP1-UAF1 inh
31	?	-0.1%	7.7%	-2.8%
32	4.7%	0.0%	-7.9%	-15.7%
33	1.5%	7.6%	6.1%[57.1 µM]	-8.0%
34	-0.3%	5.8%	2.4%[57.1 µM]	-6.1%
35	-6.0%	10.6%	-6.0%	-18.9%
36	0.1%	5.1%	-6.2%	?
37	0.3%	-6.3%	-2.0%	-21.6%
